TMEM16A act: activates or potentiates the mouse TMEM16A chloride channel; Q8BHY3; HEK293 TMEM16A/YFP-H148Q/I152L, iodide quench fluorescence; active compounds read low; B-score at 10 µM; 340,000 compounds, 0.3% hits; AID 623877;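 active means fluorescence-ratio B-score plate-corrected deviation score at least 3 library SD below zero, with starting fluorescence score within 5 deviations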;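 further: channel opened by trigger with iodide after compound preincubation; score built on the fluorescence ratio of max minus min over baseline; more negative score means more quench and so TMEM16A activation or potentiation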
RGS4 pot: RGS4 potentiation or activation | B-score at 10 µM | HEK293 M3R/inducible RGS4, carbachol calcium flux Fluo4; active compounds read low | 310,000 compounds, 0.92% hits | AID 463111;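 active means B-score of the integrated calcium signal more than 4 SD below the library mean, with starting fluorescence not abnormally high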;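 further: negative B-score means reduced calcium response which marks RGS4 activation or potentiation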
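System: HEK293 FlpIn-TREx cells, stable M3R, doxycycline-inducible RGS4. Timing: overnight RGS4 induction, 30 min dye load 37 °C, 20 min compound RT. Also added: carbachol, ECmax concentration. Measured by: Fluo4 fluorescence kinetic imaging of calcium. Evaluation: integrated calcium ratio converted to B score.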
KCNK3 block: human KCNK3 channel inhibition, primary screen. B-score at 10 µM. O14649. AID 602410. 340,000 compounds, 0.84% hits. CHO-KCNK3 thallium flux, FluxOR fluorescence; active compounds read low;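 active means B-score under library mean minus 4 SD, starting fluorescence ratio at most library mean plus 5 SD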;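 further: more negative B-score means stronger inhibition of thallium flux through KCNK3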
Target sequence (O14649 whole entry, looked up): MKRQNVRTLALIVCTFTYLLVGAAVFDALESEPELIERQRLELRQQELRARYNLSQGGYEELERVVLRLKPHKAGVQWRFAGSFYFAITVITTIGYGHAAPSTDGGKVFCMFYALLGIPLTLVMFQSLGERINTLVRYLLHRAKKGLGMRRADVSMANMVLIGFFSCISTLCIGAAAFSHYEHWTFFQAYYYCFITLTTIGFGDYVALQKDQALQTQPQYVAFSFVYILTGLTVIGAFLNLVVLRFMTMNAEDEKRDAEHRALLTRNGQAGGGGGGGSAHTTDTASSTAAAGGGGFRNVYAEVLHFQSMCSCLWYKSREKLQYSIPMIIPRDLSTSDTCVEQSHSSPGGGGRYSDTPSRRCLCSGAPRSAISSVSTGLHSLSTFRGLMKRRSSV
TMEM16A inh: inhibitors of mouse TMEM16A calcium-activated chloride channel; normalized B-score (activity score, 25-100; higher = stronger inhibition) at 10 µM; HEK293 TMEM16A/YFP iodide influx fluorescence, ionomycin; Q8BHY3; 310,000 compounds, 1.2% hits;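 active means ratio plate-corrected score three or more library SD toward inhibition, starting fluorescence score within five deviations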;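 further: score derived from kinetic fluorescence span divided by baseline fluorescence per well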
KCNQ1 act: potentiates or activates the human KCNQ1 potassium channel | CHO-K1 KCNQ1, thallium flux FluxOR fluorescence; active compounds read high | P51787 | 310,000 compounds, 0.35% hits | B-score at 10 µM;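 active means fluorescence ratio B-score, a plate-corrected score, at least three library SD, with initial intensity B-score within 5 SD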
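System: CHO-K1 cells stably expressing KCNQ1 / Medium: assay buffer for compound exposure, DMSO matched across wells / Reagent: thallium- and potassium-containing depolarizing buffer / Compound: one concentration, matched DMSO / Incubation: 20 min compound pretreatment at room temperature / Measured by: kinetic FluxOR fluorescence, 10 s baseline plus 110 s post-stimulus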
KCNK9 block: inhibitors of human KCNK9 two-pore domain potassium channel; Q9NPC2; HEK293 KCNK9, FluxOR thallium flux fluorescence; active compounds read low; B-score at 10 µM; 310,000 compounds, 1.2% hits; AID 488922;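 active means ratio B-score over 3 SD below the library mean, with starting fluorescence within 5 SD of its mean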;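 further: negative B-score means less thallium flux so channel inhibition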
MrgX1 PAM: human MrgX1 positive allosteric modulation, primary screen | MrgX1-HEK293, Fluo-4 calcium flux, FDSS; active compounds read high | B-score at 10 µM | 310,000 compounds, 0.63% hits | AID 588675;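 active means plate-corrected calcium response at least 3 library SD above typical, normal starting fluorescence, not activating the receptor alone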;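 further: compound read alongside a low EC10 to EC30 dose of BAM8-22 agonist; peak minus trough fluorescence over baseline measured at the second addition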
Target sequence (Q96LB2 whole entry, looked up): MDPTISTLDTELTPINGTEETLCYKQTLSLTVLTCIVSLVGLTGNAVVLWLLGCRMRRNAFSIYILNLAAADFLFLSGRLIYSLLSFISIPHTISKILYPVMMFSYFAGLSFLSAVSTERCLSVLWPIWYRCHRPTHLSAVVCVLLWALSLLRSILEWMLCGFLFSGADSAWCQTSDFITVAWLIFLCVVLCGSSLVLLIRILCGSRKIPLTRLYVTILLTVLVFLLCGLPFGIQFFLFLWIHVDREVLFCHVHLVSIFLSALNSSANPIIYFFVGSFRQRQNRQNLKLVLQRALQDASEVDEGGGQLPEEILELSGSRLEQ
hERG protect: compounds protecting human hERG from proarrhythmic drug block; Q12809; CHO-hERG, FluxOR thallium flux, dofetilide IC70 present; activation (rescue from dofetilide block), less the hit threshold, % at 10 µM; 310,000 compounds, 0.51% hits;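 active means activation above the mean of controls blocked by dofetilide plus 5 SD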;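 further: thallium influx through hERG after potassium depolarization seen as dye fluorescence rise; in these data hits start at about 4.7%; inactives centre near -7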
RGS4 inh: human RGS4 inhibition; P49798; HEK293 M3R/RGS4 inducible, Fluo-4 calcium flux; active compounds read high; triggered by carbachol at its EC20; B-score at 10 µM; 310,000 compounds, 0.45% hits; AID 463165;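 active means B-score, a plate-corrected calcium signal, over three deviations above library mean, with baseline fluorescence within five deviations of library mean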;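 further: RGS4 expression induced by doxycycline in cells with stable M3 receptor; B-score is computed from the integrated fluorescence ratio over baseline after carbachol; higher B-score means a larger calcium signal and so more RGS4 inhibition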
Target sequence (P49798 whole entry, looked up): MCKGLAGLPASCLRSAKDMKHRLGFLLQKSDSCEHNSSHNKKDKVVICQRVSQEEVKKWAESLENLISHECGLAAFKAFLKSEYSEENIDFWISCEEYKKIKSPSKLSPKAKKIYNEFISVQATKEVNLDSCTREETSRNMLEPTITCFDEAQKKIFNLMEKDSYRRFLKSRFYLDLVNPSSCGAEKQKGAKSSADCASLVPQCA
KCNQ1 inh: human KCNQ1 channel inhibition. P51787. CHO-K1 KCNQ1, FluxOR thallium flux fluorescence; active compounds read high. 310,000 compounds, 1.3% hits. B-score at 10 µM;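 active means compounds whose thallium flux B-score, printed positive for inhibition, exceeds three library SD while starting fluorescence stays within three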;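 further: channel opened by potassium depolarization with thallium stimulus after 20 min compound exposure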
MrgX1 ag: agonists of human MrgX1 receptor; Q96LB2; MrgX1-HEK293 cells, Fluo-4 calcium fluorescence, agonist mode; active compounds read high; B-score at 10 µM; 310,000 compounds, 0.44% hits;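 active means calcium response B-score plate-corrected fluorescence ratio at least 3 library SD, with starting fluorescence B-score inside 5 SD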
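Assay system: MrgX1-expressing HEK293 cells / Amount: fifteen thousand cells per well / Doses: test compound in the initial addition of three / Timing: cells plated overnight, dye loaded 0.5 h 37 °C, 0.5 h room temperature / Technique: kinetic calcium dye fluorescence, Fluo-4 NW / Control set: positive and negative controls per plate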
* = called active by the depositor; i = inactive; x = not tested or not shown. Compounds as they come; any-hit rate near 6.3%.

SMILES	TMEM16A act	RGS4 pot	KCNK3 block	TMEM16A inh	KCNQ1 act	KCNK9 block	MrgX1 PAM	hERG protect	RGS4 inh	KCNQ1 inh	MrgX1 ag
C/C=C/C(=O)OCC(=O)Nc1cc(OC)c([N+](=O)[O-])cc1C	i	i	i	i	i	i	i	-0.1	i	i	i
N/C(=N\S(=O)(=O)c1cc(C(F)(F)F)cc(C(F)(F)F)c1)c1ccc(Cl)cc1	i	i	i	i	i	i	i	-10.4	i	7*	i
COc1ccc(-c2nnc(SCC(=O)Nc3cc(C)on3)o2)cc1	i	i	i	i	i	i	i	-9.2	i	i	i
COc1cc(OC)cc(C(=O)NCc2nc(-c3ccccc3)no2)c1	i	i	i	i	i	i	i	-4.8	i	i	i
CC1=CC(=O)C=C(C)C1=NOc1ccccc1[N+](=O)[O-]	i	i	i	i	i	i	i	-8.0	i	i	i
COc1ccccc1CNS(=O)(=O)c1c(C(=O)N2CCCC2)c(C)n(C)c1C	i	i	i	i	i	i	i	-5.8	i	i	i
O=C(Nc1cccnc1)c1cc(F)cc(F)c1	i	i	i	i	i	i	i	-7.9	i	i	i
O=C(CSc1nc(-c2ccco2)cc(C(F)(F)F)n1)Nc1ccc2c(c1)CCC2	i	i	i	i	i	i	i	-8.2	i	i	i
COc1ccc(N(CC(=O)Nc2cc(OC)ccc2OC)S(C)(=O)=O)cc1	i	i	i	i	i	i	i	-8.2	i	i	i
CC(C)CCNC(=O)C1CC(c2ccccc2[N+](=O)[O-])=NO1 (centres undefined)	i	i	i	i	i	i	i	-5.3	i	i	i
CCOc1nc(Nc2ccc(OC)c(Cl)c2)nc(N2CCN(c3ccc(OC)cc3)CC2)n1	i	i	i	i	i	i	i	-11.0	i	7*	i
COc1ccc(S(=O)(=O)Nc2cccc(N(C)S(C)(=O)=O)c2)cc1C	i	i	i	i	i	i	i	-4.4	i	i	i
O=C(COc1ccc(S(=O)(=O)N2CCCC2)cc1)Nc1ccc2c(c1)OCCO2	i	i	i	i	i	i	i	-5.1	i	i	i
Cc1ccc(-n2c(C3CC3c3ccc(Cl)cc3)n[nH]c2=S)cc1 (centres undefined)	i	i	i	i	i	i	i	-7.6	i	i	i
COc1cccc(-n2nc(-c3ccnn3-c3ccccc3)c(=O)n(C)c2=O)c1	i	i	i	i	i	i	i	-5.4	i	i	i
Cc1ccc(CCN2C(=O)CCC2(C)C(=O)NCc2cccnc2)cc1 (centres undefined)	i	i	i	i	i	i	i	-9.8	i	i	i
Oc1ccc(NC(=S)N=Nc2c(O)[nH]c3ccc(Br)cc23)cc1	i	i	i	x	i	i	x	-16.9	i	7*	x
COc1cc(C=O)cc(Cl)c1OC(=O)N1CCOCC1	i	i	i	i	i	i	i	-4.3	i	i	i
Nc1nnc(SCC(=O)Nc2ccc(N3CCOCC3)c(Cl)c2)s1	i	i	i	i	i	i	i	-0.8	i	i	i
COc1cc(CC(NC(C)=O)C(=O)NC2CCN(S(=O)(=O)c3ccc(NC(C)=O)cc3)CC2)cc(OC)c1 (centres undefined)	i	i	i	i	i	i	i	0.6	i	i	i
O=C(N/N=C/c1cccc(F)c1)NC1CCCCC1	i	i	i	i	i	i	i	-11.0	i	i	i
CCN(CC)Cc1c(C(=O)N/N=C/c2cccc(OCc3ccc(F)cc3)c2)nnn1-c1nonc1N	i	i	i	i	i	i	i	-3.0	i	i	i
OCCN1CCN(CC(O)C(F)(F)F)CC1 (centres undefined)	i	i	i	i	i	i	i	-2.8	i	i	i
COc1ccccc1NC(=O)CSc1nc2ccccc2cc1Cc1ccccc1	i	i	i	i	i	-7.86*	i	-8.0	i	i	i
O=C(NC1CCCCC1)c1sc(N2CCOCC2)nc1-c1ccccc1	i	i	i	i	i	i	i	-1.8	i	i	i
CCC1(c2ccccc2)NC(=O)N(CC(=O)Nc2cc(Cl)ccc2N2CCOCC2)C1=O (centres undefined)	i	i	i	i	i	i	i	-8.7	i	i	i
COc1ccccc1NC(=S)NC(=O)c1ccc(-c2ccc(Cl)cc2)o1	i	i	i	i	i	i	i	4.5	i	i	i
C=CCn1c(SCC)nc(O)cc1=O	i	i	i	i	i	i	i	-8.6	i	i	i
CCCn1c2ccccc2c2cnn(CC(=O)NCCN(C)C)c(=O)c21	i	i	i	i	i	i	i	-8.3	i	i	i
Cc1cc(=O)c2c(O)c(O)ccc2o1	i	i	i	i	i	i	i	-6.8	i	i	i
CCOC(=O)c1c(NC(=O)C(=O)N/N=C/c2ccccc2O)sc2c1CCCCC2	i	i	i	i	i	i	i	-2.1	i	i	i
Cc1noc(NS(=O)(=O)c2ccc(N/C=C\C(=O)c3ccc(F)cc3)cc2)c1C	i	i	i	i	i	i	i	-0.5	i	i	i
CC1CCc2c(sc(NC(=O)CCC(=O)O)c2C(=O)NC2CC2)C1 (centres undefined)	i	i	i	i	i	i	i	-3.4	i	i	i
O=C(Nc1nc(-c2ccccc2)nc2ccccc12)c1ccc(F)cc1	i	i	i	i	i	-8.43*	i	-12.3	i	i	i
C[C@@H]1CC=C[C@H]2[C@H]1C(=O)N(Cc1ccccc1)[C@H]2c1ccc(F)c(/C=C/c2ccccc2)c1	i	i	i	i	i	i	i	-6.9	i	i	i
O=C(Nc1ccccc1C(=O)O)c1ccc2c(c1)C(=O)N(c1cccc([N+](=O)[O-])c1)C2=O	i	i	i	i	i	i	i	7.0*	i	i	i
Cc1ccc(CNC(=O)c2ccc(N3CCC4(CC3)CC(c3ccccc3)=NO4)c(NC(=O)c3ccc(Cl)c([N+](=O)[O-])c3)c2)cc1	i	i	i	i	i	i	i	-4.3	i	i	i
COc1ccc(C(CNC(=O)c2ccc3c(c2)C(=O)N(CCC(C)C)C3=O)N2CCOCC2)cc1 (centres undefined)	i	i	i	i	i	i	i	-7.1	i	i	i
CCn1cc(C(=O)NCc2ccco2)c(=O)c2cc(S(=O)(=O)N3CCC(C)CC3)ccc21	i	i	i	i	i	i	i	-11.1	i	i	i
O=C(CC1SC(=Nc2ccc(OC(F)F)cc2)N(CCN2CCOCC2)C1=O)Nc1ccc(F)cc1F (centres undefined)	i	i	i	i	i	i	i	-14.8	i	i	i
COc1ccc(CNC(=O)COC(=O)c2c[nH]c(=O)[nH]c2=O)cc1OC	i	i	i	i	i	i	i	-4.8	i	i	i
O=C(NCc1ccccn1)C1CCN(S(=O)(=O)c2ccccc2)CC1	i	i	i	i	i	i	i	-8.9	i	i	i
Cc1cc(C)nc(NS(=O)(=O)c2ccc(N3Cc4ccccc4C3=O)cc2)n1	i	i	i	i	i	i	i	-13.6	i	i	i
Cc1ccc2cc(CN(CC3CCCO3)S(=O)(=O)c3ccccc3)c3nnnn3c2c1 (centres undefined)	i	i	i	i	i	i	i	-11.0	i	i	i
CC1CCN(CC(O)COc2ccc(F)cc2)CC1 (centres undefined)	i	i	i	i	i	i	i	0.7	i	i	i
CCC1CCCCN1C(=O)CSc1nnc(-c2ccc(Cl)s2)o1 (centres undefined)	i	i	i	i	i	i	i	-9.6	i	i	i
Cc1cc(C)nc(N2CCC(C(=O)NCCc3ccc(F)cc3)CC2)n1	i	i	i	i	i	i	i	-2.8	i	i	i
CS(=O)(=O)N1CCC(C(=O)N2CCN(c3ccccc3)CC2)CC1	i	i	i	i	i	i	i	1.6	i	i	i
CCCNC(=O)N1CCC(Cc2ccccc2)CC1	i	i	i	i	i	i	i	-5.9	i	i	i
Cc1cc(N2CCN(C(=O)c3ccco3)CC2)n2nc(-c3cccc(F)c3)cc2n1	i	i	i	i	i	i	i	-8.4	i	i	i
COc1ccc2oc(C(=O)OCC(=O)N(C)C3CCS(=O)(=O)C3)c(C)c2c1 (centres undefined)	i	i	i	i	i	i	i	-3.0	i	i	i
O=C(/C=C/c1ccccc1F)c1cccc([N+](=O)[O-])c1	i	i	i	i	i	i	i	-14.2	i	i	i
Cc1nn(C)c(C)c1Nc1ccc(N2C(=O)C3CC=CCC3C2=O)cc1[N+](=O)[O-] (centres undefined)	i	i	i	i	i	i	i	-16.9	i	i	i
CCC(C)NC(=O)c1cc(OC)c(OC)c(OC)c1 (centres undefined)	i	i	i	i	i	i	i	-4.7	i	i	i
Cc1ccc(-c2noc(CCC(=O)NCCN3CCN(Cc4ccccc4)CC3)n2)cc1	i	i	i	i	i	i	i	-7.6	i	i	i
O=C(CCCN1CCC(c2ccccc2)C1)c1ccc2c(c1)OCCO2 (centres undefined)	i	i	i	i	i	i	i	-1.9	i	i	i
CC(C)CC(=O)Nc1c2c(nn1-c1ccc(F)cc1)CS(=O)C2 (centres undefined)	i	i	i	i	i	i	i	-4.4	i	i	i
Cc1ccc(C(C(=O)NC2CCCC2)N(Cc2ccc3c(c2)OCO3)C(=O)Cc2cccs2)cc1 (centres undefined)	i	i	i	i	i	i	i	-6.9	i	i	i
CCc1ccccc1NC(=O)c1cnc2scc(C)n2c1=O	i	i	i	i	i	i	i	-8.0	i	i	i
O=C(O)Cn1c(=O)c2c(c3ccccc31)CCC2	i	i	i	i	i	i	i	-2.6	i	i	i
The results go on.
SMILES	TMEM16A act	RGS4 pot	KCNK3 block	TMEM16A inh	KCNQ1 act	KCNK9 block	MrgX1 PAM	hERG protect	RGS4 inh	KCNQ1 inh	MrgX1 ag
COc1ccc(CCC(C)N2CCC(Oc3ccc(C(=O)N4CCCC4)cc3)CC2)cc1 (centres undefined)	i	-7.63*	i	i	i	i	i	-5.8	i	i	i
Cc1cc(C)c2c(N)c(C(=O)c3ccccc3Cl)sc2n1	i	i	i	i	i	i	i	-16.5	i	i	i
CN1CCN(C(=S)C(=O)Nc2ccccc2)CC1	i	i	i	i	i	i	i	-0.7	i	i	i
CCOC(=O)c1nnc(-c2ccc(C)cc2)nc1Oc1ccccc1Cl	i	i	i	i	i	i	i	-7.3	i	i	i
COC(=O)[C@@H]1C[C@H]2CC[C@H](O)C[C@H]2N1Cc1ccc(-c2ccccc2)cc1	i	i	i	i	i	i	i	-6.4	i	i	i
O=C(c1ccc(COCC(F)(F)F)o1)N1CCCCCC1	i	i	i	i	i	i	i	-1.7	i	i	i

Bioassay records deposited in PubChem by Johns Hopkins Ion Channel Center.
